High-throughput results as filed in PubChem BioAssay.
Polio RdRp inh – poliovirus RdRp elongation inhibitors, primary screen, biochemical, fluorescence polarization, total intensity. Genome polyprotein (Poliovirus type 1 (strain Mahoney)), P03300. actives 0.66% (n = 150,000). poliovirus polymerase elongation; stronger effect = lower value. AID 588519, 2011. % elongation, % (compound at 16.7 µg/mL); in the data active = % elongation below about 90%; also: some results filed as inactive read as strong as hits
Target sequence (P03300 1749-2209 limits assumed): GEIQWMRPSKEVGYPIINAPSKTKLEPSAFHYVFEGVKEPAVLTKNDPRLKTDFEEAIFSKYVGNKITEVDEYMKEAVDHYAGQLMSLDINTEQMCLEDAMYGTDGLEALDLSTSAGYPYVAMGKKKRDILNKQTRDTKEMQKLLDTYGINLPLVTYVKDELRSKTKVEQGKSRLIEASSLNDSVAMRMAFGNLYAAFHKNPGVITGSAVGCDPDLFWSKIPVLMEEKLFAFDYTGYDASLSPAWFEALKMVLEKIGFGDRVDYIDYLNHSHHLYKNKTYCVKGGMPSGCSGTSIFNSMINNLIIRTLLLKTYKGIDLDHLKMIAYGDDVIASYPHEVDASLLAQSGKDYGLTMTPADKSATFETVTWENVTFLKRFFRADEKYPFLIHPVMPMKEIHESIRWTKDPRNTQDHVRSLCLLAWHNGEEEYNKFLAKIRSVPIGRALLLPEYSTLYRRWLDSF
Polio RdRp inh FP z-score – further read-out of Polio RdRp inh, marked with its call; z-score; measured here: FP z-score; hits read low
An asterisk follows results filed as active; & = joins results of further samples. Some of the compounds tested, so the mix of outcomes need not match the whole.

Structure	Polio RdRp inh	Polio RdRp inh FP z-score
NS(=O)(=O)c1cc(C(=O)OCC(=O)N2CCCCC2)c(Cl)cc1Cl	99	-0.3
Cc1ccc(OCCSc2nnc(-c3cccs3)o2)cc1	107	0
CC1=CCC2C(=O)N(c3ccccn3)C(=O)C2C1 (stereo not drawn)	103	0.2
NC(=O)C1CCCCN1Cc1cc(Cl)c2ccccc2c1O (stereo not drawn)	98	-0.6
O=C(CCn1nnc(-c2cccs2)n1)NC1CCCCC1	99	-0.9
COC(=O)C1=C(N)Oc2cc(C)n(Cc3ccccc3)c(=O)c2C1c1ccncc1 (stereo not drawn)	101	-0.1
Cc1ccccc1Nc1nnc(SC(C)C(=O)N(C)c2ccccc2)s1 (stereo not drawn)	106	0.4
CCOC(=O)c1cc(CC)sc1NC(=O)C(C)C	98	-1.5
CC(=O)Nc1ccc(N2C(=O)CC(N3CCCCC3C)C2=O)cc1 (stereo not drawn)	101	-0.5
CC/C=C\C/C=C\C/C=C\C/C=C\C/C=C\CCCCCC(=O)O	100&102	-0.5&0.5

Structure	Polio RdRp inh	Polio RdRp inh FP z-score
COC(Cn1c(SCc2ccccc2)nnc1-c1cccc(S(=O)(=O)N(C)C)c1)OC	101	0.1
N#CCn1c(-c2cccs2)noc1=O	102	0.2
O=C(CCn1c(=O)c2sccc2n(Cc2ccc(F)cc2Cl)c1=O)NCc1ccc2c(c1)OCO2	110	1
COc1cccc(N(CC(=O)N2CCC(C)CC2)S(=O)(=O)c2ccc(C)cc2)c1	104	-0.2
O=C(Nc1n[nH]c(=S)s1)c1ccccc1	100	0
COC(CNC(=S)Nc1ccccc1Cl)OC	102	-0.3
COC(=O)c1c(C)nc(C)c(C(=O)OC)c1-c1csc(S(=O)(=O)Nc2ccc(OC)cc2)c1	111	1.4
N#Cc1ccc(Oc2ccccc2)cc1S(=O)Cc1ccccc1 (stereo not drawn)	103	0
CNS(=O)(=O)c1cccc(C(=O)OCC(=O)C(C)(C)C)c1	99	-0.6
O=S(=O)(Nc1ncccn1)c1ccc(NC(=S)NN2CCOCC2)cc1	100	0

Structure	Polio RdRp inh	Polio RdRp inh FP z-score
O=C(CCC(=O)N1CCOc2ccccc21)N1CCCCC1	104	0.5
NC(=O)c1ccc[n+]([O-])c1	103	0.5
CCOC(=O)c1ncn(Cc2ccccc2)c1N	103	-0.2
CCc1ccc(NC(=O)c2cc(C)nn2-c2ccccc2)cc1	110	1.6
O=C(c1ccc2c(c1)sc1nc(-c3ccc(F)cc3)cn12)N1CCOCC1	101	-0.4
COCCNC(=O)c1cc2n(n1)CCCN(Cc1ccc(C)cc1)C2=O	107	0.3
CC(CCc1ccc(O)cc1)NCCc1ccc(O)c(O)c1 (stereo not drawn)	102	0.3
O=C(O)CCN1CCCc2ccccc21	101	-0.6
Cc1ccc(-c2noc(CN(C(=O)COc3cc(C)cc(C)c3C)C(C)C)n2)cc1	103	0
CCc1cc2cc(C)cc(C)c2nc1SCC(=O)N1CCN(C(=O)c2ccco2)CC1	102	0

2 successive entries from above, for reference:
Structure	Polio RdRp inh	Polio RdRp inh FP z-score
Cc1ccc(-c2noc(CN(C(=O)COc3cc(C)cc(C)c3C)C(C)C)n2)cc1	103	0
CCc1cc2cc(C)cc(C)c2nc1SCC(=O)N1CCN(C(=O)c2ccco2)CC1	102	0

The listing continues:
Structure	Polio RdRp inh	Polio RdRp inh FP z-score
FC(F)(F)c1cnc2c(c1)Nc1ccccc1S2	101	-0.1
CC1(C)OC(=O)C(=CNC(C(=O)O)c2ccccc2)C(=O)O1 (stereo not drawn)	102	0.1
CS(=O)(=O)c1sc(C(=O)NC(=S)Nc2ccc(OC(F)(F)F)cc2)c2c1C=CCC2	95	-2.4
CC1CC(C)CN(C(=O)CSc2nnc(-c3ccccc3)o2)C1 (stereo not drawn)	102	0.5
CN1/C(=C\P(=S)(N2CCOCC2)N2CCOCC2)C(C)(C)c2ccccc21	103	0.2
Cc1cc(NC(=O)Nc2ccc3c(c2)OCCO3)c(C(F)(F)F)o1	99	-0.7
Cc1ccccc1C(=O)Nc1c(C(=O)N2CCOCC2)oc2ccccc12	101	0.1
CC(=O)N1CCc2cc(S(=O)(=O)CCC(=O)Nc3c(C)cccc3C)ccc21	103	0.4
O=c1n(S(=O)(=O)c2ccccc2)c2ccccc2n1S(=O)(=O)c1ccccc1	101	-0.4
O=C(CN1C(=O)CCn2nc(-c3ccccc3)cc21)NCc1ccccc1	116	1.6

Structure	Polio RdRp inh	Polio RdRp inh FP z-score
c1ccc(-n2cc3c(c2)CCc2cn(-c4ccccc4)cc2CC3)cc1	101	-0.5
CC(C)c1cccc(C(C)C)c1OCCNCCO	101	0.5
C/C(=N\NC(N)=O)C1CC(c2ccccc2)C(=O)O1 (stereo not drawn)	101	-0.5
Cc1cc2[nH]c(=S)[nH]c2cc1C	97	-1.6
CC(C)N1CCC2(CC1)C(C#N)=C(O)NC1=C2C(=O)CC(C)(C)C1	44	-4.9
CC(C)Oc1ccc(CNC(=O)Cn2c(=O)oc3ccccc32)cc1	108	0.4
CCOc1ccc(NC(=O)c2cc3c(=O)n4cccc(C)c4nc3s2)cc1	105	0
COc1cccc(C(=O)Nc2noc3ccccc23)c1	103	0.3
C=CCSc1nnc(-c2ccc(C(C)(C)C)cc2)n1Cc1ccco1	101	-0.1
O=S1(=O)N=C(N2CCc3ccccc3C2)c2ccccc21	104	0.4

Structure	Polio RdRp inh	Polio RdRp inh FP z-score
CCCCC(=O)NCc1ccc(F)cc1	100	-0.1
COc1ccc(Br)cc1/C=N/n1cnnc1	102	0.2
Oc1ccc(-n2ccnc2)cc1	99	-0.3
O=C(CSc1nc(C2CC2)nc2ccccc12)N1CCCCC1	98	-1.4
CC1=C(c2ccccc2)S(=O)(=O)NC1=NC1CCCCC1C (stereo not drawn)	102	0.2
Cc1ccc(NC(=O)COc2ccccc2C(N)=O)cc1F	109	0.9
CC(=O)Oc1cn(OC(C)=O)c2ccc(Br)cc12	103	1.1
O=C(Nc1ccccc1C(=O)NC1CCCCC1)c1ccco1	103	0.3
O=C1c2ccccc2-c2nn(C(=O)c3cc4c(s3)CCC4)c3cccc1c23	101	-0.2
Cc1ccc2c(CN(C)Cc3ccccc3)cc(=O)oc2c1	102	0.3

23 entries out of the list, sorted by SMILES length, highest first.
Structure	Polio RdRp inh	Polio RdRp inh FP z-score
CS(=O)(=O)c1sc(C(=O)NC(=S)Nc2ccc(OC(F)(F)F)cc2)c2c1C=CCC2	95	-2.4
CCc1cc2cc(C)cc(C)c2nc1SCC(=O)N1CCN(C(=O)c2ccco2)CC1	102	0
CC(=O)N1CCc2cc(S(=O)(=O)CCC(=O)Nc3c(C)cccc3C)ccc21	103	0.4
CN1/C(=C\P(=S)(N2CCOCC2)N2CCOCC2)C(C)(C)c2ccccc21	103	0.2
CC(C)N1CCC2(CC1)C(C#N)=C(O)NC1=C2C(=O)CC(C)(C)C1	44	-4.9
CCOc1ccc(NC(=O)c2cc3c(=O)n4cccc(C)c4nc3s2)cc1	105	0
O=C(CN1C(=O)CCn2nc(-c3ccccc3)cc21)NCc1ccccc1	116	1.6
Cc1ccccc1C(=O)Nc1c(C(=O)N2CCOCC2)oc2ccccc12	101	0.1
CC1(C)OC(=O)C(=CNC(C(=O)O)c2ccccc2)C(=O)O1 (stereo not drawn)	102	0.1
C=CCSc1nnc(-c2ccc(C(C)(C)C)cc2)n1Cc1ccco1	101	-0.1
CC1CC(C)CN(C(=O)CSc2nnc(-c3ccccc3)o2)C1 (stereo not drawn)	102	0.5
CC1=C(c2ccccc2)S(=O)(=O)NC1=NC1CCCCC1C (stereo not drawn)	102	0.2
O=C(CSc1nc(C2CC2)nc2ccccc12)N1CCCCC1	98	-1.4
O=C(Nc1ccccc1C(=O)NC1CCCCC1)c1ccco1	103	0.3
Cc1ccc(NC(=O)COc2ccccc2C(N)=O)cc1F	109	0.9
CC(=O)Oc1cn(OC(C)=O)c2ccc(Br)cc12	103	1.1
COc1cccc(C(=O)Nc2noc3ccccc23)c1	103	0.3
FC(F)(F)c1cnc2c(c1)Nc1ccccc1S2	101	-0.1
CC(C)c1cccc(C(C)C)c1OCCNCCO	101	0.5
COc1ccc(Br)cc1/C=N/n1cnnc1	102	0.2
Cc1cc2[nH]c(=S)[nH]c2cc1C	97	-1.6
CCCCC(=O)NCc1ccc(F)cc1	100	-0.1
Oc1ccc(-n2ccnc2)cc1	99	-0.3

Additional records
Structure	Polio RdRp inh	Polio RdRp inh FP z-score
CCO/C(C)=N\Oc1cc(=O)oc2ccccc12	100	-0.3
Nc1c(-c2nc(-c3ccc(Cl)cc3)cs2)c2ccccn2c1C(=O)c1ccc2c(c1)OCO2	104	-0.5
On1nnc2cc(C(F)(F)F)ccc21	104	0.6
N#Cc1nc(-c2ccc(COc3ccccc3)o2)oc1NCc1ccccc1	108	0.3
O=C(CN1C(=O)c2ccccc2S1(=O)=O)N1N=C(c2ccc(Cl)cc2)CC1c1ccco1 (stereo not drawn)	102	-0.2
O=C(Oc1cc(OC(=O)c2ccco2)cc(OC(=O)c2ccco2)c1)c1ccco1	102	-0.2
COc1ccc(N2CCN(C(=O)COC(=O)Cn3c(C)csc3=O)CC2)cc1	100	-0.3
CCn1c(C)c(C(=O)O)c2cc(OC)ccc21	103	0.5
CC1CN2CCC3=C(CCCC3)C2(C)C1 (stereo not drawn)	102	0
N#CC(C(N)=O)=C1CCCCCC1	105	0.9

Structure	Polio RdRp inh	Polio RdRp inh FP z-score
C1=C(CCNc2nn3nnnc3c3ccccc23)CCCC1	100	-0.6
O=c1[nH]c2sc3c(c2c2nc(-c4cc(-c5ccccc5)nn4-c4ccccc4)nn12)CCC3	104	0.3
COc1ccc(OC)c(NC(=O)c2c(NCc3ccc(OC)c(OC)c3)sc3c2CCC(C)C3)c1 (stereo not drawn)	104	-0.2
Cc1cc(C)cc(NC(=O)c2cc(S(=O)(=O)N3CCCCCC3)cn2C)c1	106	0
CC1CN(/C(N)=N/S(=O)(=O)c2ccc(Cl)c(Cl)c2)CC(C)O1 (stereo not drawn)	107	0.5
CN(Cc1ccc(Br)s1)Cn1nnc(-c2ccccc2)n1	100	0
COc1cccc(/C=C/c2onc(C)c2S(=O)(=O)N2CCC(C(=O)N3CCC(C)CC3)CC2)c1	106	0.3
COc1cccc(CNC(=O)CN2C(=O)CCCc3ccccc32)c1OC	101	-1
N#C/C(=C\c1ccc(-c2cc(C(F)(F)F)ccc2Cl)o1)C(=O)O	102	0
Cn1ccnc1C(=O)c1cc(=O)c2ccccc2o1	102	0.2

Structure	Polio RdRp inh	Polio RdRp inh FP z-score
COc1ccc(-c2c(C#N)nnn2-c2cc(C(F)(F)F)cc(C(F)(F)F)c2)cc1	105	0.4
CN1[C@@H](CC(=O)c2ccccc2)CCC[C@H]1C[C@H](O)c1ccccc1	99	0
CN(C)c1ccc(/C=C/C=c2\sc3nc4ccccc4n3c2=O)cc1	114	2.3
COc1ccc(C(=O)Nc2nnc(SCc3cc(=O)n4cccc(C)c4n3)s2)cc1	116	2.3
CC1CCCN(C(=O)COc2ccc(-c3nc4ccccc4s3)cc2)C1 (stereo not drawn)	102	0.3
Cc1cc(-c2ccc(S(=O)(=O)NCCc3ccccc3)cc2)on1	105	1.1
COc1ccc(Nc2cc(C)c3cc(NC(=O)c4cc(OC)cc(OC)c4)ccc3n2)cc1	109	0.7
CCN(CC)CCCN1C(=O)C2C3C=CC(C3)C2C1=O (stereo not drawn)	100	-1
NC(=S)n1ncc(C(=O)O)c1NC(=O)c1ccccc1Cl	96	-0.8
c1ccc(-c2nc3ccccn3c2NC2CCCC2)nc1	101	0

Structure	Polio RdRp inh	Polio RdRp inh FP z-score
CCc1nonc1NC(=O)c1oc2ccc(Cl)cc2c1C	101	-1.7
COc1ccccc1-c1noc(-c2ccc(NC(C)C)c([N+](=O)[O-])c2)n1	117	2.1
N#Cc1ccc(C(=O)NCCc2ccccn2)cc1	103	0.1
COc1ccc(S(=O)(=O)NCCc2cc3ccc(C)c(C)c3[nH]c2=O)cc1	104	-0.5
COc1cccc(N2CCN(S(=O)(=O)c3cc(Br)cc4c3N(C(=O)C3CC3)CC4)CC2)c1	109	1.3
Cn1cnnc1Sc1nc(CN2CCOCC2)nc2scc(-c3ccccc3)c12	105	0.4
CC(C)(C)c1ccc(Oc2ccc(NC(=O)CCC(=O)OCC(=O)c3ccccc3)cc2)cc1	108	1.1
O=C(Oc1ccc(Br)cc1F)C1CC(=O)N(c2ccc3c(c2)OCCO3)C1 (stereo not drawn)	87*	-2.2*
CN(CC1COc2ccccc2O1)S(=O)(=O)c1csc(C(N)=O)c1 (stereo not drawn)	102	0.8
NC(N)=NCCN1CCCCCCC1	101&99	0.2&-0.4
